Wnt bcat act: Wnt/beta-catenin pathway activators, primary screen, cell-based, plate reader, single point; Wnt/beta-catenin reporter cell assay, activator; activation, % at 9.35 µM; 300,000 compounds, 1.2% hits; in the data active = activation above about 30%, passing the limit was not always enough;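 note: 0% = neutral control wells and 100% = positive control wells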
Arrestin-AP2 inh: inhibitors of beta-arrestin/AP2 binding, primary screen, biochemical, GPCR trafficking, flow cytometry; 340,000 compounds, 0.31% hits; inhibition, % at 10 µM; FITC-arrestin peptide / GST-AP2 beads; AP2 beta2 appendage carries R879A mutation;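 active = inhibition above a set limit, near 3 SD of compounds lacking own fluorescence, cut at about 54% in these data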;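 note: plate controls were DMSO wells for no effect and 5 µM unlabelled arrestin peptide for full effect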
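Test system: GST-tagged AP2 beta2-adaptin appendage (R879A) on 4 µm glutathione beads; also added: fluorescein-tagged arrestin peptide at 50 nM final; timing: 12 min plus 1 h, RT; signal: flow cytometry, FL1 (488/535 nm); read-out: percent drop in bead-associated FITC signal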
LANA DNA inh: inhibitors of KSHV C-LANA binding to DNA, primary screen, biochemical, fluorescence polarization, FAM-LBS DNA, MBP-C-LANA, single point; Kaposi's sarcoma herpesvirus LANA C-terminal domain (residues 932-1162) DNA binding; inhibition, % at 9 µM; 340,000 compounds, 0.078% hits; AID 504423, 2011;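 active = highest replicate inhibition at or above 60% at 9 µM, even if other replicates fall short; inactive = all replicates below 60% inhibition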;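 note: 0% = neutral control wells and 100% = 4 µM acridine orange control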
MOR-DOR inv ag: inverse agonists of MOR-DOR heterodimerization, primary screen, cell-based, luminescence | Mu-type opioid receptor (Homo sapiens) + Delta-type opioid receptor (Homo sapiens), … | cell-based MOR-DOR heterodimer luminescence, inverse agonism | inhibition, % at 9.3 µM | 340,000 compounds, 0.21% hits; in the data active = inhibition above about 22%, passing the limit was not always enough;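 note: 0% = cells with DMSO and 100% = wells without cells with DMSO; values of inactives mirror those of a sister screen read the other way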
RTF Ca sens act: cardiac RTF calcium sensitivity activators, primary screen, biochemical, IANBD-TnC fluorescence, EC20 calcium. IANBD-labeled TnC RTF fluorescence at EC20 calcium; 0% EC20 calcium, 100% full calcium. activation, % at 7.2 µM. 340,000 compounds, 0.24% hits. Troponin I, cardiac muscle (Homo sapiens) + Troponin T, cardiac muscle (Homo sapiens) + …;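 active = activation above the mean over all tested compounds plus 3 SD, cut at about 30% in these data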;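 note: rise in fluorescence read as greater calcium sensitivity of cardiac thin filaments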
DSG3 Ab inh: inhibitors of pemphigus antibody binding to DSG3, primary screen, biochemical, bead-based, flow cytometry, scFv-GFP. Desmoglein-3 (Homo sapiens), P32926. binding (percent of control), % at 10 µM. DSG3-coupled beads, scFv-anti-DSG3-GFP binding; hits give low values. 310,000 compounds, 0.48% hits;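 active = binding more than 3 SD below its plate's average and above zero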;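 note: hits lower antibody fragment binding to DSG3; some compounds called inactive have numbers as strong as hits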
Target sequence (P32926 whole entry, looked up, the tested form may be a part): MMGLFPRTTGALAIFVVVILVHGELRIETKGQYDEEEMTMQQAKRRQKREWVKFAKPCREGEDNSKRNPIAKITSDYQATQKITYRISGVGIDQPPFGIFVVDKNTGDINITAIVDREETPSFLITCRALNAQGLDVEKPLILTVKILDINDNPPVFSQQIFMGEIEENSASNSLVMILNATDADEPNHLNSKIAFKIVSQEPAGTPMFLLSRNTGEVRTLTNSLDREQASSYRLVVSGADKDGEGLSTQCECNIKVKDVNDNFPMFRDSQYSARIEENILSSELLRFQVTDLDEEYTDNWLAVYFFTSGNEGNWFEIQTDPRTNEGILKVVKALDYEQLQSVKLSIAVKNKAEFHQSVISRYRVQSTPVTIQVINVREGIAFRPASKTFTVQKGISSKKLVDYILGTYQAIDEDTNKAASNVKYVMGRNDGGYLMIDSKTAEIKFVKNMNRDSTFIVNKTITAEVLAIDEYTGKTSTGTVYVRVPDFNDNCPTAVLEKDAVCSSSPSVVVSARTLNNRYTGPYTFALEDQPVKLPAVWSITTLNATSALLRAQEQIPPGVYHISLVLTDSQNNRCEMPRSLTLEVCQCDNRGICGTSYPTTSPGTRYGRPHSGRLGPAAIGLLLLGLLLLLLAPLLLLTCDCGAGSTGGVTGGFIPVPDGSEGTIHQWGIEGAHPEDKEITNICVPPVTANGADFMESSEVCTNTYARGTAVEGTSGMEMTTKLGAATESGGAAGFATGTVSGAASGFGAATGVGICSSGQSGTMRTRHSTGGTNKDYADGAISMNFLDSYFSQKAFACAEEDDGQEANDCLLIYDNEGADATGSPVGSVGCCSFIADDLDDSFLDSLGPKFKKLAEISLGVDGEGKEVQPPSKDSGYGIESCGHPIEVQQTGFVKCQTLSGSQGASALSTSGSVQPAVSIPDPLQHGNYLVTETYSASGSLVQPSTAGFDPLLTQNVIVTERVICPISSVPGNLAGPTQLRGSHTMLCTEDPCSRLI
V-ATPase pH: regulators of yeast V-ATPase proton pumping, primary screen, pHLuorin cytosolic pH fluorescence. 350,000 compounds, 0.37% hits. response, % at 10 µM. S. cerevisiae; in the data active = response mostly above about 7.3%, no sharp cut-off; inactive = mostly below about 5.4%; note: actives read high; inactives centre near 0; some compounds called inactive have numbers as strong as hits; reference of the scale not given here
MOR-DOR ag: agonists of OPRM1-OPRD1 heterodimerization, primary screen, cell-based, luminescence. 340,000 compounds, 0.3% hits. activation, % at 9.3 µM. AID 504326, 2011. cells; in the data active = activation above about 18%;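 note: 0% = vehicle-treated cells and 100% = reference agonist; values of inactives mirror those of a sister screen read the other way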
RTF Ca sens inh: cardiac RTF calcium sensitivity inhibitors, primary screen, biochemical, IANBD-TnC fluorescence, EC70 calcium | inhibition, % at 7.15 µM | IANBD-labeled cardiac RTF, Ca2+ fluorescence | Troponin I, cardiac muscle (Homo sapiens) + Troponin T, cardiac muscle (Homo sapiens) + … | 340,000 compounds, 0.12% hits;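 active = inhibition above the mean inhibition of all tested compounds plus 3 SD, cut at about 17% in these data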;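 note: assay run at fixed EC70 calcium of 1.6 mM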
Keap1 Nrf2 FP: Keap1-Nrf2 protein-protein interaction inhibitors, primary screen, biochemical, fluorescence polarization, single point; Kelch-like ECH-associated protein 1 (Homo sapiens), Q14145; Keap1 Kelch-Nrf2 peptide fluorescence polarization, 1536-well; inhibition, % at 9.4 µM; 340,000 compounds, 0.15% hits; in the data active = inhibition above about 12%;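 note: human Keap1 Kelch domain with fluorescein labeled Nrf2 9mer peptide probe; 0% = neutral control wells and 100% = peptide positive control; higher means more block of Keap1 binding to Nrf2 peptide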
* hit, by the source's call; · = no result given.

SMILES	Wnt bcat act	Arrestin-AP2 inh	LANA DNA inh	MOR-DOR inv ag	RTF Ca sens act	DSG3 Ab inh	V-ATPase pH	MOR-DOR ag	RTF Ca sens inh	Keap1 Nrf2 FP
CCCS(=O)(=O)N1CCC(C(=O)NCCc2ccc(OC)c(OC)c2)CC1	·	14	0.7	-1	8	82	0	0.3	-10	1
O=C(Nc1ccccc1Cl)c1cc(S(=O)(=O)N2CCCC(C(=O)O)C2)ccc1F (centres undefined)	·	1	-0.3	-3	-5	102	2	0.5	2	-4
CCN(CC)C(=O)Oc1ccc(Cl)c2ccccc12	-10	5	1.0	-20	4	106	-2	3.6	-7	4
CCN1C(=O)/C(=C\c2ccncc2)SC1=S	-1	-16	0.6	-1	-8	95	1	0.2	3	0
COc1ccc(S(=O)(=O)N2CCN(Cc3cccc([N+](=O)[O-])c3)CC2)cc1	-1	16	-0.9	14	2	106	-2	-2.7	1	-4
CSc1nc(Oc2ccc(Cl)cc2)c2sccc2n1	·	6	0.3	-6	-3	91	0	1.1	-7	-3
COc1cccc(Nc2nnc(SCC(=O)N3CC(=O)Nc4ccccc43)s2)c1	0	34	-0.7	6	0	100	2	-1.2	-10	-7
CCN(CC)CCN1C(=O)c2oc3ccc(F)cc3c(=O)c2C1c1ccncc1 (centres undefined)	-1	21	-0.2	8	0	86	1	-1.5	-4	-2
O=Cc1ccc(OCc2cccc(C(F)(F)F)c2)cc1O	0	6	-0.2	-66	2	104	-2	13	-3	-4
CCc1c(C)nc2ncnn2c1N1CCCC(C(=O)Nc2cc(F)ccc2C)C1 (centres undefined)	-2	14	-0.6	13	0	·	0	-3.1	0	0
COc1cc(O)c2c(c1)COC2=O	0	-2	1.2	5	5	108	-4	-1.0	2	1
CC1=CC(C)C(COC(=O)CN2CCCCC2)C(C)C1 (centres undefined)	-2	10	-0.7	5	9	118	-3	-0.9	-6	-5
CCCN(CCC)S(=O)(=O)c1ccc(C(=O)Nc2ccc(OCC(=O)N3CCOCC3)cc2)cc1	1	6	0.2	3	-2	95	0	-0.5	-3	3
CC1CN(Cc2ccc(C#N)cc2Cl)CC(C)O1 (centres undefined)	·	-2	-3.1	9	3	82	4	-1.7	4	-2
CCC(Sc1ncccn1)C(=O)Nc1cc(C)on1 (centres undefined)	-1	-3	0.0	8	3	·	-4	-1.6	-1	-6
COc1ccc(S(=O)(=O)N2CCC(C(=O)NCCc3ccc4c(c3)OCO4)CC2)cc1	0	-1	0.0	-2	12	·	4	0.3	0	0
COc1ccc(/C=C(\NC(=O)c2ccc(OC)cc2)C(=O)Nc2cccc(C(=O)O)c2)cc1	9	21	1.5	5	2	98	8	-1.0	-10	2
N/C(COc1cccc(C(F)(F)F)c1)=N\NC(=O)c1cccnc1Oc1ccccc1	5	11	-1.1	-11	0	98	-4	1.9	-8	1
O=S(=O)(Nc1ccc2oc(-c3ccccc3)nc2c1)c1ccccc1	4	31	-0.7	-20	1	108	-2	3.5	-5	2
C=CCn1cc([N+](=O)[O-])nc1C	·	14	0.2	4	4	99	2	-0.7	1	0
N/C(=N\OC(=O)c1ccc(Cl)cc1)c1ccccn1	·	0	-0.1	-7	0	127	3	1.3	-6	0
NC(=O)c1cc2cc(Cl)ccc2oc1=O	0	1	0.2	14	6	102	2	-2.4	4	-4
CCN(CC(=O)Nc1ccc(NC(C)=O)cc1)C(=O)c1cc2c(s1)CCCCC2	0	2	0.0	16	1	101	-1	-4.1	-5	0
O=C(CCCC(=O)OCC(Cl)=C(Cl)Cl)Nc1cccc(F)c1	-7	2	0.2	-21	1	99	-2	4.2	-11	4
COc1ccc(OC)c(-c2cc(C(=O)N3CCOCC3)no2)c1	-1	2	0.4	10	-6	98	-2	-2.0	-6	2
Cc1cc(/C=C2/SC(=S)N(c3cccc(C(F)(F)F)c3)C2=O)c(C)n1-c1cccnc1	·	-7	4.7	21	23	151	-5	-3.9	-22	-5
CC[C@@H](C)[C@@H]1CN([C@@H](C)CN2CCC[C@H]2CN2C(N)=NC[C@H]2CC(C)C)C(=N)N1CCCC1CCCC1	-2	10	-2.4	-5	-1	111	-3	1.1	2	1
O=C(O)c1ccc(/C=N/NC(=O)c2ccc(NS(=O)(=O)c3cccs3)cc2)cc1	2	-12	-0.9	2	12	101	5	-0.4	-1	-7
C=CCN1C(=O)CS/C1=N\N=C\c1cccc([N+](=O)[O-])c1	5	-7	0.0	-7	2	90	4	0.9	-8	0
COc1ccc(Cl)cc1C(=O)Nc1ccccc1N1CCCCC1	-1	-13	-1.2	7	6	94	-4	-1.2	-2	0

Arranged by heavy-atom count (falling): 11 of the compounds above
SMILES	Wnt bcat act	Arrestin-AP2 inh	LANA DNA inh	MOR-DOR inv ag	RTF Ca sens act	DSG3 Ab inh	V-ATPase pH	MOR-DOR ag	RTF Ca sens inh	Keap1 Nrf2 FP
CC[C@@H](C)[C@@H]1CN([C@@H](C)CN2CCC[C@H]2CN2C(N)=NC[C@H]2CC(C)C)C(=N)N1CCCC1CCCC1	-2	10	-2.4	-5	-1	111	-3	1.1	2	1
Cc1cc(/C=C2/SC(=S)N(c3cccc(C(F)(F)F)c3)C2=O)c(C)n1-c1cccnc1	·	-7	4.7	21	23	151	-5	-3.9	-22	-5
CCN(CC(=O)Nc1ccc(NC(C)=O)cc1)C(=O)c1cc2c(s1)CCCCC2	0	2	0.0	16	1	101	-1	-4.1	-5	0
O=S(=O)(Nc1ccc2oc(-c3ccccc3)nc2c1)c1ccccc1	4	31	-0.7	-20	1	108	-2	3.5	-5	2
COc1ccc(Cl)cc1C(=O)Nc1ccccc1N1CCCCC1	-1	-13	-1.2	7	6	94	-4	-1.2	-2	0
COc1ccc(OC)c(-c2cc(C(=O)N3CCOCC3)no2)c1	-1	2	0.4	10	-6	98	-2	-2.0	-6	2
O=C(CCCC(=O)OCC(Cl)=C(Cl)Cl)Nc1cccc(F)c1	-7	2	0.2	-21	1	99	-2	4.2	-11	4
O=Cc1ccc(OCc2cccc(C(F)(F)F)c2)cc1O	0	6	-0.2	-66	2	104	-2	13	-3	-4
CC1=CC(C)C(COC(=O)CN2CCCCC2)C(C)C1 (centres undefined)	-2	10	-0.7	5	9	118	-3	-0.9	-6	-5
CCN(CC)C(=O)Oc1ccc(Cl)c2ccccc12	-10	5	1.0	-20	4	106	-2	3.6	-7	4
COc1cc(O)c2c(c1)COC2=O	0	-2	1.2	5	5	108	-4	-1.0	2	1

Three compounds from above, arranged by their value in RTF Ca sens act, smallest number first.
smiles	Wnt bcat act	Arrestin-AP2 inh	LANA DNA inh	MOR-DOR inv ag	RTF Ca sens act	DSG3 Ab inh	V-ATPase pH	MOR-DOR ag	RTF Ca sens inh	Keap1 Nrf2 FP
COc1ccc(OC)c(-c2cc(C(=O)N3CCOCC3)no2)c1	-1	2	0.4	10	-6	98	-2	-2.0	-6	2
N/C(COc1cccc(C(F)(F)F)c1)=N\NC(=O)c1cccnc1Oc1ccccc1	5	11	-1.1	-11	0	98	-4	1.9	-8	1
Cc1cc(/C=C2/SC(=S)N(c3cccc(C(F)(F)F)c3)C2=O)c(C)n1-c1cccnc1	·	-7	4.7	21	23	151	-5	-3.9	-22	-5

(cont.)
SMILES	Wnt bcat act	Arrestin-AP2 inh	LANA DNA inh	MOR-DOR inv ag	RTF Ca sens act	DSG3 Ab inh	V-ATPase pH	MOR-DOR ag	RTF Ca sens inh	Keap1 Nrf2 FP
Cc1nc2sccn2c(=O)c1Br	1	-2	-1.0	21	6	104	3	-4.0	-5	-6
CSc1nc2nc3c(cc2c(=O)n1-c1ccc(C)cc1)COC(C)(C)C3	4	-10	-11	6	4	102	-2	-1.1	-6	1
CCOC(=O)C1=C(COC(=O)/C=C/c2ccccc2)NC(=O)NC1C (centres undefined)	0	1	-1.0	-6	-1	117	-1	1.1	4	1
CC1CN(C(=O)CN2C(=O)c3ccccc3C2=O)CC(C)O1 (centres undefined)	·	15	1.0	13	-6	·	-10	-3.1	-3	-1
COc1ccc(N(CC(=O)NCCC(C)C)C(=O)c2snc(C(=O)NC3CCCCC3)c2N)c(OC)c1	-4	1	0.1	-5	-6	·	0	0.6	-12	3
COC(=O)C1CC2(C(=O)OC)CC(C(=O)OC)(CC(C(=O)OC)C2=O)C1=O (centres undefined)	1	-4	8.2	19	4	130	-2	-3.7	-1	-1
Cc1ccc(-c2cc(C(=O)NCCc3ccccn3)c3ccccc3n2)c(C)c1	12	3	1.4	5	-1	100	-1	-1.0	2	2
O=C(O)/C=C/c1ccc(-n2ccnc2)cc1	-1	6	0.5	14	-6	99	-1	-2.7	0	-1
Cc1nn(-c2ccccc2)c(C)c1NC(=O)COC(=O)c1cc(Cl)ccc1O	0	-3	2.2	15	1	110	2	-2.7	-8	-4
CCOc1cc(/C=N/O)cc(Cl)c1OC	·	3	-0.8	12	-3	108	-1	-2.8	0	-5
CN1C(=O)/C(=C2\SC(=S)N(C(CCC(=O)O)C(=O)O)C2=O)c2ccccc21 (centres undefined)	-1	3	-0.1	-26	13	111	1	4.3	-22	-6
CCOC(=O)CCC(=O)OCC(=O)NC(C)C1CC2CCC1C2 (centres undefined)	·	4	-0.4	7	6	108	2	-1.3	-3	-1
Cc1cc(OC(=O)c2ccc(S(=O)(=O)N(C)C)cc2)cc(=O)o1	·	1	0.3	12	2	101	0	-2.2	-15	0
COc1ccc(S(=O)(=O)N(C)C[C@H]2Oc3ccc(NC(=O)Nc4c(C)noc4C)cc3C(=O)N([C@H](C)CO)C[C@@H]2C)cc1	-2	-5	0.2	9	3	101	-1	-1.7	-8	-1
CCN(CC)CCNC(=O)COc1ccc(Cl)cc1Cl	-1	17	-0.1	9	-4	98	-1	-1.5	-8	9
